# Source: PubChem BioAssay (National Center for Advancing Translational Sciences (NCATS))
# Abeta rescue – qHTS for compounds that reverse cellular toxicity of Amyloid beta (A-beta) peptide in yeast: Primary Screen; actives 0.063% (n = 410,000); Potency, µM (highest dose often 46.1 µM), for inactives: at the highest dose growth rescue, hits mostly activators; AID 1347071, 2019; yeast expressing A-beta42, growth rescue, OD600, 48 h; response scale: 0% DMSO, 100% iron-clioquinol control; also: potency is read from the fitted curve at half-maximal effect; nearly all actives have a fitted effect of over 55% in size
#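 Yeast growth medium received pinned compounds, then yeast cells expressing toxic A-beta were added; plates incubated at 30 C for 48 hr. Growth read as absorbance at 600 nm, normalized to DMSO and equimolar FeCl3 plus clioquinol controls.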
# D3 ag – qHTS of D3 Dopamine Receptor Agonist: qHTS; actives 0.58% (n = 410,000); D(3) dopamine receptor (Homo sapiens), P35462; D3R DiscoveRx beta-arrestin cells, luminescence, 90 min; max activation, %; AID 652048, 2013; in the data active = max activation above about 30%; also: 0% is about no effect; mostly tested at two doses, the higher about 12 µM
# Target sequence (P35462 whole entry, looked up): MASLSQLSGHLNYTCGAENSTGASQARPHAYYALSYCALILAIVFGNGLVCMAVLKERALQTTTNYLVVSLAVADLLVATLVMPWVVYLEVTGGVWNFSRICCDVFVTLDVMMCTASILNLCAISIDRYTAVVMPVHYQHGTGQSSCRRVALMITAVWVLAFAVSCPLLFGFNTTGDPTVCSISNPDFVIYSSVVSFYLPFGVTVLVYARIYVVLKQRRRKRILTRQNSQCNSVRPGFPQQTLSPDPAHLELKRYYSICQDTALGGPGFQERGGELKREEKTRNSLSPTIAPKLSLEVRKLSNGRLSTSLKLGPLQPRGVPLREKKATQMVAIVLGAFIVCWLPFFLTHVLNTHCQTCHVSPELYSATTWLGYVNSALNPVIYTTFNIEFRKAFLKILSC
#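 Agonist-mode cell screen: cells plated at 1500/well and incubated overnight at 37 °C, then exposed to library compounds for 90 min at 37 °C. Detection reagent was added for 30–60 min at room temperature, and luminescence was read.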
# TDP43 rescue – qHTS of TDP-43 Inhibitors | Potency, µM (doses to about 46.1 µM), inactives show at the highest dose growth rescue (activation), actives largely listed as activators | AID 652104, 2013 | actives 1.8% (n = 410,000) | TDP-43 expressing yeast growth rescue, BacTiter-Glo, 24 h; also: potency is read from the fitted curve at half-maximal effect; % of control where 0% means no effect; nearly all actives have a fitted effect of over 50% in size
#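 Readout is BacTiter-Glo luminescence of cell growth, so inhibitors register as activators. TDP-43-expressing yeast at OD600=0.02 in galactose medium, after raffinose pregrowth to mid-log, were incubated with compound for 24 hr at 30 deg C.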
# DRD3 antagonist – qHTS of D3 Dopamine Receptor Antagonist: qHTS; D(3) dopamine receptor (Homo sapiens), P35462; AID 652054, 2013; D3R cells, DiscoveRx beta-arrestin luminescence, antagonist mode; active compounds read low; actives 2.5% (n = 360,000); max response, negative = inhibition, %; in the data active = max response below about -50%; inconclusive = no clear call, values can overlap the other calls; also: % is scaled to controls: 0 for no effect and ±100 for the full control effect; mostly tested at two doses, the higher about 12 µM
#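 Cells plated overnight at 1500 cells/well, then exposed to library compounds with dopamine controls for 90 minutes at 37 degrees C. DiscoveRx reagent added for 30–60 minutes at room temperature; luminescence read, quantitative HTS format.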
# EPAC2 antagonist – qHTS for Antagonist of cAMP-regulated guanine nucleotide exchange factor 2 (EPAC2): primary screen; Rap guanine nucleotide exchange factor 4 (Homo sapiens), Q8WZA2; EPAC2 GEF exchange of Rap1B-BODIPY-GDP, fluorescence; Potency, µM (top dose mostly 114 µM), without a hit: at the highest dose activity, negative = inhibition, hits mostly inhibitors; actives 0.18% (n = 360,000); AID 720708, 2013; also: potency is read from the fitted curve at half-maximal effect; % is scaled to controls: 0 for no effect and ±100 for the full control effect; nearly all actives have a fitted effect of over 45% in size; many of its hits are not listed in these tables
# aSyn rescue – qHTS of alpha-syn Inhibitors. AID 652106, 2013. Yeast expressing alpha-synuclein, growth rescue, BacTiter-Glo, 24 h. actives 0.14% (n = 370,000). Potency, µM (series often up to 46.1 µM), for the others: at the top dose growth rescue (activation), hits mostly activators; also: potency is read from the fitted curve at half-maximal effect; % of control where 0% means no effect; nearly all actives have a fitted effect of over 65% in size
#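 Screening used galactose-induced yeast with toxic alpha-synuclein levels, exposed to compound for 24 hr at 30 deg C. Cell growth, read with BacTiter-Glo luminescence, gave the measured signal.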
# FUS suppressor – qHTS for Suppressors of FUS Proteinopathy: Primary screen using FUS-linked yeast assay; Potency, µM (highest dose often 76.6 µM), inactives show at the highest dose growth rescue (activation), actives largely listed as activators; actives 0.24% (n = 390,000); AID 1347120, 2019; S. cerevisiae FUS-expressing, growth rescue, OD600, 24 h;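 also: potency is read from the fitted curve at half-maximal effect; plate controls were DMSO vehicle for no effect and reference control for full effect; nearly all actives have a fitted effect of over 55% in size; some results filed as inactive show a strong effect at the top dose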
#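 S. cerevisiae expressing FUS from galactose induction served as the toxicity model. Growth after 24hr at 30C, read as absorbance at 600 nm, indicates suppression of toxicity; compounds dosed at several concentrations.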
# EPAC2 agonist – qHTS for Agonist of cAMP-regulated guanine nucleotide exchange factor 4 (EPAC2): primary screen; Rap guanine nucleotide exchange factor 4 (Homo sapiens), Q8WZA2; EPAC2 activation, biochemical qHTS; response scale: 100% = 6.5 mM cAMP response; Potency, µM (titrated, usually from 154 µM), for the others: top-dose activation, actives largely listed as activators; actives 0.079% (n = 360,000); AID 720711, 2013; also: potency is read from the fitted curve at half-maximal effect; nearly all actives have a fitted effect of over 50% in size
#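 Compounds were titrated in qHTS against a Rap1B-BODIPY-GDP (250 nM) complex with EPAC2 (100 nM) and GDP (50 uM). BODIPY-GDP release tracked at 480/540 nm over 30 min at room temperature, normalized to 6.5 mM cAMP.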
# The depositor's hits bear a star; ? = inconclusive; . = no result given; [ ] = dose if it differs, or a comment. Unless noted, calls follow the shape of the dose curve; as a rule, active = well fitted curve in the direction sought with a large enough effect; inconclusive = small, poorly fitted or top-dose-only effect, or another doubt; inactive = no such curve, though single readings can be large; an effect the other way counts as inactive or inconclusive.
no.	Structure	EPAC2 agonist	aSyn rescue	D3 ag	EPAC2 antagonist
1	CC1CN(c2ccccc2)c2nc3c(c(=O)[nH]c(=O)n3C)n2C1 (stereo not given)	4%	0%	-4	5%
2	Cc1ccc(N(C(=O)c2snc(C(N)=O)c2N)C(C(=O)NC2CCCC2)c2ccco2)cc1 (stereo not given)	-10%	7%	-4	-15%
3	CC(C)C(NC(=O)C1CC(=O)N(Cc2ccccc2)C1)c1nc2ccccc2[nH]1 (stereo not given)	8%	-7%	-9	8%
4	Cc1ccc(OCC(=O)N2CCN(S(=O)(=O)c3ccc(Cl)cc3)CC2)c([N+](=O)[O-])n1	4%	10%	1	-2%
5	COc1ccc(C(=O)N/C(=C\c2ccccc2)C(=O)Nc2cccc(C(=O)O)c2)cc1	0%	-4%	-5	0%
6	CCCNC(=O)C(CC)NC(=O)c1cccc([N+](=O)[O-])c1 (stereo not given)	-2%	1%	1	0%
7	COc1ccc(CNC(=O)c2cc3c(s2)-c2c(C)cccc2OC3)cc1	.	.	-10	.
8	COc1ccc(CN(C)C(=O)COC(=O)c2cnc(Cl)c(Cl)c2)cc1	8%	9%	5	2%
9	COc1ccc(C(=O)[C@@H]2CC[C@](C)(C(=O)O)C2(C)C)cc1	0%	-7%	-2	5%
10	COc1ccc(CC(O)CC2c3c(cc4c(c3OC)OCO4)CCN2C)cc1 (stereo not given)	3%	-3%	-20	9%
11	CC(=O)c1cccc(NC(=O)COc2nsnc2N2CCOCC2)c1	-5%	6%	4	4%
12	CCc1nc2c(OCC(=O)C(C)(C)C)cccn2c1N(C)C(=O)COc1ccccc1	8%	1%	6	-7%
13	Cc1ccccc1NC(=O)C1COc2ccccc2O1 (stereo not given)	5%	0%	8	-9%
14	COc1cc(C(=O)Nc2sc3c(c2C(=O)NCc2ccco2)CCCC3)cc(OC)c1OC	-10%	3%	5	-5%
15	CCCCc1ccc(S(=O)(=O)NC2CCS(=O)(=O)C2)cc1 (stereo not given)	-4%	9%	-4	-6%

no.	Abeta rescue	TDP43 rescue	FUS suppressor	DRD3 antagonist
1	-4%	-13%	10%	-15
2	8%	-5%	?	-10
3	1%	-9%	1%	3
4	20%	14%	-4%	-9
5	-2%	10%	4%	15
6	2%	15%	-28%	16
7	-19%	13%	14%	.
8	-6%	10%	10%	-1
9	6%	?	18%	3
10	-8%	-5%	-16%	-69*
11	-10%	-9%	16%	?
12	-4%	23%	-2%	0
13	7%	28%	-19%	-1
14	12%	10%	6%	-1
15	5%	9%	4%	-11

# (continued)
no.	Structure	EPAC2 agonist	aSyn rescue	D3 ag	EPAC2 antagonist
16	CCOC(=O)c1sc(=NC(=O)c2ccc(F)cc2)n(C)c1C	0%	-1%	-3	-4%
17	Cc1occc1-c1nnc(SCC(=O)Nc2ccccn2)o1	6%	1%	-2	-6%
18	Nc1ccc(-n2nc(C(F)(F)F)cc2C(F)(F)F)cc1	3%	-5%	-18	-8%
19	COc1ccc(NC(=O)CN(C)C(=O)c2cc(S(=O)(=O)N(C)C)ccc2N2CCCC2)cc1	4%	1%	-4	-2%
20	Cc1ccc(C2N(c3ccccc3)C(=O)N3CCCN23)cc1 (stereo not given)	12%	9%	2	-19%[57.1 µM]
21	CCCn1c(N)c(C(=O)COC(=O)CCS(=O)(=O)c2ccc(C)cc2)c(=O)[nH]c1=O	-1%	4%	-5	-1%
22	COc1ccccc1C1Nc2c(sc3nc(C)cc(C)c23)C(=O)N1c1ccccc1 (stereo not given)	.	.	5	.
23	CCCOc1c(Br)cc(C(=O)OCc2cc(=O)n3ccsc3n2)cc1OC	10%	-6%	-1	7%
24	CC(CNC(=O)CN1C(=O)NC2(CCCCC2C)C1=O)c1ccccc1 (stereo not given)	-1%	-1%	1	18%
25	CCOC(=O)c1ccc(NC(=O)CSc2ncccn2)cc1	10%	-4%	6	7%
26	Cc1cc(=O)n(Cc2ccccc2)c2c1c(C)nn2-c1ccccc1	.	.	5	.
27	CCc1ccc(C(=O)NCC2COc3ccccc3O2)o1 (stereo not given)	2%	1%	0	-1%
28	COCc1nnc(NC(=O)c2cccs2)s1	4%	-2%	1	14%

no.	Abeta rescue	TDP43 rescue	FUS suppressor	DRD3 antagonist
16	0%	20%	-16%	4
17	-12%	15%	1%	2
18	7%	4%	-15%	-6
19	14%	-1%	0%	14
20	-3%	-3%	-22%	-5
21	15%	2%	-11%	8
22	-79%[inhibitor]	-47%[inhibitor]	27%	.
23	-14%	18%	-5%	-4
24	8%	7%	14%	24
25	-4%	2%	5%	6
26	-8%	0%	-19%	.
27	18%	?	14%	11
28	-10%	-7%	25%	-8

# Copied from above: nos. 16 to 28
no.	Structure	EPAC2 agonist	aSyn rescue	D3 ag	EPAC2 antagonist
16	CCOC(=O)c1sc(=NC(=O)c2ccc(F)cc2)n(C)c1C	0%	-1%	-3	-4%
17	Cc1occc1-c1nnc(SCC(=O)Nc2ccccn2)o1	6%	1%	-2	-6%
18	Nc1ccc(-n2nc(C(F)(F)F)cc2C(F)(F)F)cc1	3%	-5%	-18	-8%
19	COc1ccc(NC(=O)CN(C)C(=O)c2cc(S(=O)(=O)N(C)C)ccc2N2CCCC2)cc1	4%	1%	-4	-2%
20	Cc1ccc(C2N(c3ccccc3)C(=O)N3CCCN23)cc1 (stereo not given)	12%	9%	2	-19%[57.1 µM]
21	CCCn1c(N)c(C(=O)COC(=O)CCS(=O)(=O)c2ccc(C)cc2)c(=O)[nH]c1=O	-1%	4%	-5	-1%
22	COc1ccccc1C1Nc2c(sc3nc(C)cc(C)c23)C(=O)N1c1ccccc1 (stereo not given)	.	.	5	.
23	CCCOc1c(Br)cc(C(=O)OCc2cc(=O)n3ccsc3n2)cc1OC	10%	-6%	-1	7%
24	CC(CNC(=O)CN1C(=O)NC2(CCCCC2C)C1=O)c1ccccc1 (stereo not given)	-1%	-1%	1	18%
25	CCOC(=O)c1ccc(NC(=O)CSc2ncccn2)cc1	10%	-4%	6	7%
26	Cc1cc(=O)n(Cc2ccccc2)c2c1c(C)nn2-c1ccccc1	.	.	5	.
27	CCc1ccc(C(=O)NCC2COc3ccccc3O2)o1 (stereo not given)	2%	1%	0	-1%
28	COCc1nnc(NC(=O)c2cccs2)s1	4%	-2%	1	14%

no.	Abeta rescue	TDP43 rescue	FUS suppressor	DRD3 antagonist
16	0%	20%	-16%	4
17	-12%	15%	1%	2
18	7%	4%	-15%	-6
19	14%	-1%	0%	14
20	-3%	-3%	-22%	-5
21	15%	2%	-11%	8
22	-79%[inhibitor]	-47%[inhibitor]	27%	.
23	-14%	18%	-5%	-4
24	8%	7%	14%	24
25	-4%	2%	5%	6
26	-8%	0%	-19%	.
27	18%	?	14%	11
28	-10%	-7%	25%	-8

# A portion of the library; count on the stated rates, not on these rows.
